Tb PFK block: blocks T. brucei phosphofructokinase. T. brucei PFK, ADP-Glo luminescence. 330,000 compounds, 0.17% hits. AID 485367. Potency, µM (doses to about 57.5 µM), for the others: at the highest dose activity, negative = inhibition, most hits filed as inhibitors. O15648;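 note: potency is the fitted concentration of half-maximal effect; 0% = uninhibited 1x PFK enzyme wells and -100% = no-enzyme wells; nearly all actives have a fitted effect of over 60% in size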
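In TEA buffer at pH 8.0 with 5 mM MgCl2, enzyme (1.25 nM) converted F6P (0.5 mM) and ATP (0.1 mM) for 45 min at room temperature. ADP product was read by luciferase luminescence.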
ELG1 repair inh: ELG1-dependent DNA repair inhibition; Potency, µM (titrated, usually from 46.1 µM), without a hit: at the top dose activity change, negative = inhibition, usual class: inhibitors; 330,000 compounds, 2.3% hits; HEK293T ELG1-luciferase reporter, luminescence, 16 h; DNA damage induced by 5-fluorouridine; note: potency is the fitted concentration of half-maximal effect; % is set by controls: 0 for no effect and ±100 for the full control effect; nearly all actives have a fitted effect of over 55% in size
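Luminescence from the luciferase reporter, measured 30 min after ONE-Glo reagent at room temperature, was the read-out. Beforehand, 2,000 cells per well were exposed for 16 hr at 37 °C to 5-fluorouridine together with compound or vehicle.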
TCR activator: activates T cell receptor signaling; Potency, µM (doses to about 9.22 µM), for the others: at the highest dose activation of IL-2 secretion, usual class: activators; 330,000 tested, under 10 active; primary human leukocytes, anti-CD3, IL-2 HTRF, 48 h; AID 504894; note: % of control where 0% means no effect
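Using a-CD3 beads without co-stimulation, primary human leukocytes were exposed to compounds for 48 hr. An HTRF IL-2 kit measured the cytokine, with europium-to-d2 energy transfer producing emission at 665nm upon 320nm excitation.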
uPA generation: blocks generation of uPA at the cell surface; cell surface uPA generation assay, qHTS; Potency, µM (doses to about 38.3 µM), without a hit: at the highest dose activity change, negative = inhibition, usual class: inhibitors; 330,000 compounds, 0.31% hits; active = well fitted inhibition curve with a large enough effect; inconclusive = small, poorly fitted or top-dose-only effect; inactive = no such curve, though single readings can be large or run the other way; tested in mouse RAW 264.7 cells; note: potency is the fitted concentration of half-maximal effect; % is set by controls: 0 for no effect and ±100 for the full control effect; nearly all actives have a fitted effect of over 55% in size
Mito fusion act: mitochondrial division inhibition or fusion activation. S. cerevisiae fusion-defective mutant growth rescue, CellTiterGlo 48 h. Potency, µM (titrated, usually from 46.1 µM), for inactives: at the highest dose growth rescue (activation), hits mostly activators. 320,000 compounds, 0.23% hits. AID 485298;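 note: potency is the fitted concentration of half-maximal effect; % of control where 0% means no effect; nearly all actives have a fitted effect of over 45% in size; temperature-sensitive fusion mutants such as fzo1-1 at 37 °C on non-fermentable ethanol glycerol medium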
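Temperature-sensitive fusion-defective S. cerevisiae (e.g. fzo1-1, mgm1-5) were grown with compound in YPEG medium (3% ethanol, 3% glycerol) for 48 hours at 37C. Growth rescue was measured as viability by CellTiterGlo luminescence after 10 minutes at ambient.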
USP2a inh: blocks human ubiquitin-specific protease USP2a. USP2 core, Ub-CHOP2 coupled fluorogenic reporter, 485/531. Potency, µM (series often up to 38.3 µM), for the others: at the top dose activity change, negative = inhibition, most hits filed as inhibitors. 330,000 compounds, 0.01% hits. O75604;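 note: potency is the fitted concentration of half-maximal effect; plate controls were DMSO wells for no effect and full inhibition by NEM control for full effect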
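Cell-free coupled assay: 10nM USP2 core preincubated 30min RT with compound in Tris-HCl pH 8.0/CaCl2/CHAPS buffer, then 25nM Ub-CHOP2 and 25nM reporter substrate; fluorescence (Ex 485/Em 531) read after 60min RT, normalized to NEM inhibition, concentration-response curves fitted.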
Eya2 phos inh: inhibitors of human Eya2 phosphatase activity | O00167 | recombinant Eya2, OMFP fluorescence dephosphorylation (OMFP is methylfluorescein phosphate) | Potency, µM (series often up to 76.9 µM), inactives show at the top dose activity, negative = inhibition, actives largely listed as inhibitors | 330,000 compounds, 0.006% hits | AID 488837; note: potency is the fitted concentration of half-maximal effect; % is set by controls: 0 for no effect and ±100 for the full control effect
Target sequence (O00167 whole entry, looked up): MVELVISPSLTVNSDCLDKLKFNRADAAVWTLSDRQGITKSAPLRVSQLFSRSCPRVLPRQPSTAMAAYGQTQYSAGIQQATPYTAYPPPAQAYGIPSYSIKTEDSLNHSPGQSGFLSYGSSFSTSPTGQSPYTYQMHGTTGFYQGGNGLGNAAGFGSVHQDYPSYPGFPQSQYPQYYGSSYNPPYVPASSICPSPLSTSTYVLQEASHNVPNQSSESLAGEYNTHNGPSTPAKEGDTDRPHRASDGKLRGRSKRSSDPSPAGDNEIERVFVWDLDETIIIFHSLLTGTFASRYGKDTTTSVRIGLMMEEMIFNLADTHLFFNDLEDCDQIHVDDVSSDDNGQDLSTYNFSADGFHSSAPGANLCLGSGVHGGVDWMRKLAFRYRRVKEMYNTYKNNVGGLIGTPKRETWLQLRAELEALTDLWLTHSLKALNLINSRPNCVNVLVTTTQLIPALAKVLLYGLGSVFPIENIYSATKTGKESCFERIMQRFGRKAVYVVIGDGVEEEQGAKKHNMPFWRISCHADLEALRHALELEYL
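Eya2 (0.2 uM) preincubated 10 min at ambient with compound, then OMFP substrate added at 50 uM; 10 min reaction in 50 mM HEPES pH 7.5, 50 mM NaCl, 5 uM MgCl2, 0.05% BSA, 1 mM DTT. Fluorescence read at Ex 485/Em 525 nm.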
PTAP TSG101 blk: blocks PTAP/TSG101 interaction to inhibit HIV-1 budding; Fluorescence polarization, FITC-PTAP peptide / Tsg101 binding; 340,000 tested, under 10 active; Q99816; Potency, µM (top dose mostly 115 µM), for the others: top-dose activity change, negative = inhibition, most hits filed as inhibitors; active = well fitted inhibition curve with a large enough effect in the main read-out, with a control signal flat, not every such curve was filed as active; inconclusive = small, poorly fitted or top-dose-only effect, or effect the other way, or a change in a side signal; inactive = no such curve, though single readings can be large or run the other way; note: potency is the fitted concentration of half-maximal effect; % of control where 0% means no effect
Target sequence (Q99816 whole entry, looked up): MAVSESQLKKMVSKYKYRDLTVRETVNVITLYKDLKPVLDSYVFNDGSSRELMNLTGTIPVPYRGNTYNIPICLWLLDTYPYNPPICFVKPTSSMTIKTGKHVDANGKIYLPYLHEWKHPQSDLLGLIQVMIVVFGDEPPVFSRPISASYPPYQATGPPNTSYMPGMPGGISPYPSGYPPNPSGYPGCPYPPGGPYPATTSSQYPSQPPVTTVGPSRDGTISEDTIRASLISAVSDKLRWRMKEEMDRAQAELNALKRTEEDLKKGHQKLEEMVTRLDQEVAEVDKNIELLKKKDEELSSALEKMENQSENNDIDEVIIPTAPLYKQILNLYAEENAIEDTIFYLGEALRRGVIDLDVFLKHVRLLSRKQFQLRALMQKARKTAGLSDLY
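FP read-out: FITC-PTAP peptide, 50 nM final, binding Tsg101 binding domain, 10 uM final; 20 min, r.t.; 10 mM HEPES pH 7.5, 0.15 M NaCl, 0.01% Tween 20, 3 mM EDTA, 0.1 mM TCEP.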
B2AR arrestin: beta2AR (human) beta-arrestin recruitment activity; 330,000 compounds, 0.02% hits; beta-arrestin recruitment to beta2AR, cell-based reporter; Potency, µM (highest dose often 46.1 µM), inactives show top-dose activation, usual class: activators; P07550;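 note: potency is the fitted concentration of half-maximal effect; 0% = DMSO controls and full agonism = EC100 isoproterenol or metaproterenol; nearly all actives have a fitted effect of over 65% in size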
Chronic BCR inh: inhibitors of chronic active B-cell receptor signaling. ABC-DLBCL IkBa-CBG/CBR reporter, luminescence ratio, 4 h. Potency, µM (series often up to 46.1 µM), for the others: top-dose ratio change, negative = lower green/red ratio, actives largely listed as inhibitors. 340,000 compounds, 0.05% hits; active = well fitted inhibition curve with a large enough effect in the signal ratio, with a control signal flat, not every such curve was filed as active; inconclusive = small, poorly fitted or top-dose-only effect, or effect the other way, or a change in a side signal; the % refers to the signal ratio;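 note: potency is the fitted concentration of half-maximal effect; plate controls were basal doxycycline-induced cells for no effect and cells given 10 µM MG132 for full effect; MG132 reads +100%, hits lower the ratio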
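Compounds up to 46 uM were incubated four hours with TMD8 cells whose green CBG68 luciferase is fused to IkappaBalpha; red CBR luminescence normalised the signal, and concentration-effect curves were fitted to fusion, red and ratio data.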
TSHR antagonist: antagonists of human thyroid stimulating hormone receptor | activity change, negative = inhibition, % at 11.5 µM | AID 504810 | P16473 | TSHR-expressing cells, TSH-stimulated cAMP HTRF, 2 h; hits give low values | 330,000 compounds, 0.2% hits;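 active = activity change below a set negative limit, meaning inhibition stronger than a set level, cut at about -70% in these data; inconclusive = activity change between two set negative limits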; note: % is set by controls: 0 for no effect and ±100 for the full control effect
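TSHR-expressing cells were treated with compounds, then stimulated with TSH at EC80 (4nM final) for 2 hours at 37 deg C. Cellular cAMP was measured by HTRF competition between lysate cAMP and cAMP-d2 for a cryptate-labelled anti-cAMP antibody.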
Active calls of the source: *; ? = inconclusive; · = not tested or not shown; [ ] = another dose, or the depositor's remark. Unless noted, calls come from the whole dose curve; as a rule, active = well fitted curve in the direction sought with a large enough effect; inconclusive = small, poorly fitted or top-dose-only effect, or another doubt; inactive = no such curve, though single readings can be large; an effect the other way counts as inactive or inconclusive.

SMILES	Tb PFK block	ELG1 repair inh	TCR activator	uPA generation	Mito fusion act	USP2a inh	Eya2 phos inh	PTAP TSG101 blk	B2AR arrestin	Chronic BCR inh	TSHR antagonist
Cc1ccc(S(=O)(=O)N2CCCCC2)cc1NC(=O)c1ccccn1	-1%	-8%	-5%	7%	4%	-6%	-1%	-4%	-0.8%	12%	-4
CC(=O)CSc1nnc(-c2cnccn2)n1-c1ccccc1	-7%	7%	2%	-3%	-4%	1%	9%	-4%	-0.1%	10%	-3
Cc1cccc(-n2cccc2)c1C#N	0%[0.46 µM]	0%	·	·	-8%	2%	-2%	-6%	0.4%	0%	33
O=[N+]([O-])c1ccccc1/C=C/C=N/n1c(-c2cc(-c3ccccc3)n[nH]2)n[nH]c1=S	-11%	3%	-5%	-2%	2%	2%	-9%	-6%	-1.0%	-9%	-8
O=C(/C=C/c1ccccc1)OCc1cncs1	4%	?	-1%	-5%	-6%	-2%	2%	0%	-0.1%	5%	4
COc1cc2c(cc1OC)C1=CC(=O)C(=O)N1C(C)(C)C2	3%	-2%	9%	-1%	2%	0%	2%	-1%	2.1%	?	-3
Cc1ccc(S(=O)(=O)Nc2ccc(C(=O)N3CCOCC3)cc2)cc1	4%	-1%	2%	-9%	-5%	1%	-5%	-1%	-0.3%	-1%	·
COCCCNC(=O)CSc1nc2ccccc2c(=O)n1CCc1ccc(S(N)(=O)=O)cc1	0%	-9%	0%	0%	-7%	-1%	-18%	-9%	-0.2%	0%	-10
CCCn1nnc(NC(=O)c2ccccc2Cl)n1	0%	?	7%	-3%	-1%	1%	25%	-8%	0.3%	?	10
Cc1ccc(-n2cc(-c3ccccc3)c3c(N4CCN(C)CC4)ncnc32)cc1	1%	0%	-2%	0%	4%	0%	-7%	-3%	-0.8%	-2%	3
CC1(C)CC(=O)C(C=NCCO)=C(O)C1	-19%	-6%	-2%	5%	0%	2%	21%	-4%	0.0%	-2%	2
CC1(C)C2CCC1(C)C(NC(=O)/C=C/c1ccccc1)C2 (configuration not stated)	6%	?	1%	-12%	22%	1%	-8%	-1%	-0.5%	?	0
Cn1c(SCC(=O)Nc2cc(S(=O)(=O)N3CCOCC3)ccc2N2CCOCC2)nnc1-c1ccncc1	4%	-12%	-1%	·	-1%	-1%	-4%	3%	-1.1%	1%	5
O=C(NC1=NCCS1)C1CCCCC1	0%	5%	1%	1%	-5%	3%	2%	0%	-0.3%	3%	11
CC(C)(C)C(=O)Cn1c(=O)n(-c2ccc(F)cc2F)c(=O)c2sccc21	0%	3%	-2%	28%	2%	-4%	-3%	0%	0.0%	19%	-3
CC(C)NC(=O)CCS(=O)(=O)c1cccc2nonc12	1%	7%	5%	3%	2%	1%	9%	-3%	0.1%	?	19
CCCCc1ccc(-c2nc(-c3ccncc3)no2)cc1	-6%	?	-3%	2%	-5%	3%	0%	1%	-0.9%	-2%	-10
O=C(NCCCN1CCCC1=O)c1nnc(Cc2c(F)cccc2Cl)o1	1%	-1%	-4%	2%	-1%	1%	21%	-4%	0.4%	3%	-2
CCn1nnc(-c2ccccc2NC(=O)c2cc(OC)cc(OC)c2)n1	-4%	?	-5%	3%	1%	-1%	-4%	-3%	0.1%	1%	-6
COc1ccc(N2C(=O)CC(NCc3ccc(F)cc3)C2=O)cc1 (configuration not stated)	18%	14%	7%[46.1 µM]	-4%	-2%	3%	-5%	0%	-0.6%	-10%	-18
CCOC(=O)C1=C(COC(=O)c2cccnc2SC)NC(=O)NC1C (configuration not stated)	6%	-9%	-4%	6%	·	1%	-4%	-6%	-1.3%	?	3
O=C(NCC(=O)N1CCN(Cc2ccccc2)CC1)c1ccc(Br)o1	1%	-2%	-1%	6%	-3%	0%	7%	-1%	0.1%	?	-3
CCN(CC)c1ccc(/C=N/Nc2nc3ccccc3[nH]2)c(O)c1	5%	?	-7%	0%	-2%	0%	-4%	1%	7.0%	?	13
COc1cc(C)c(Br)cc1S(=O)(=O)N1CCCC1	4%	16%	0%	-4%	9%	-1%	-15%	-3%	-0.7%	-5%	-20
O=C(CCC(=O)c1ccc(F)cc1)NC1CCCN(Cc2ccccc2F)C1 (configuration not stated)	-2%	1%	·	14%	7%	1%	0%	-1%	0.2%	-1%	7

Part of the list above in order of molar mass, ascending.
SMILES	Tb PFK block	ELG1 repair inh	TCR activator	uPA generation	Mito fusion act	USP2a inh	Eya2 phos inh	PTAP TSG101 blk	B2AR arrestin	Chronic BCR inh	TSHR antagonist
Cc1cccc(-n2cccc2)c1C#N	0%[0.46 µM]	0%	·	·	-8%	2%	-2%	-6%	0.4%	0%	33
O=C(NC1=NCCS1)C1CCCCC1	0%	5%	1%	1%	-5%	3%	2%	0%	-0.3%	3%	11
Cn1c(SCC(=O)Nc2cc(S(=O)(=O)N3CCOCC3)ccc2N2CCOCC2)nnc1-c1ccncc1	4%	-12%	-1%	·	-1%	-1%	-4%	3%	-1.1%	1%	5

The listing continues:
SMILES	Tb PFK block	ELG1 repair inh	TCR activator	uPA generation	Mito fusion act	USP2a inh	Eya2 phos inh	PTAP TSG101 blk	B2AR arrestin	Chronic BCR inh	TSHR antagonist
Cc1ccccc1NC(=O)CSc1nc2n(n1)CCCCC2	-3%	18%	1%[46.1 µM]	-2%	2%	0%	0%	-1%	4.9%	0%	27
O=C(c1cccc(-n2cccc2)c1)N1CCN(S(=O)(=O)c2ccccc2)CC1	?	-18%	-2%	-6%	-1%	1%	5%	-6%	-0.2%	0%	18
CCCCN(C(=O)COC(=O)c1nc2nc(C)cc(C)n2n1)C1CCS(=O)(=O)C1 (configuration not stated)	0%	11%	-1%	3%	-2%	3%	4%	-3%	-0.6%	-1%	8
COC(=O)C[C@H](NC(=O)Cn1cnc2c(OCc3ccccc3)ncnc21)C(=O)OC	1%	?	11%	-15%	·	4%	-3%	-7%	3.7%	-3%	-5
O=C(Nc1ccc(F)cc1)Nn1cnnc1	-26%	-1%	-3%	2%	-1%	4%	4%	1%	-0.4%	0%	-1
CC(C)(C)OC(=O)N/N=C/c1ccc(Br)cc1	-2%	?	1%	1%	8%	2%	-10%	-1%	0.4%	?	-2
COc1cccc(CN2CCN(C(=O)c3cccc4ccccc34)CC2)c1	0%	-16%	-1%	13%	-4%	1%	0%	-2%	-0.5%	?	-2
CN(CC1COc2ccccc2O1)C(=S)Nc1ccccc1F (configuration not stated)	0%	-12%	5%[46.1 µM]	1%	-2%	5%	-2%	1%	2.2%	?	12
NC(=O)c1ccsc1NC(=O)CCS(=O)(=O)c1ccc(Cl)cc1	-4%	-23%	-6%	-6%	-5%	1%	3%	-2%	-0.4%	2%	5
CC(O)c1nc2ccccc2n1CC(=O)Nc1ccc(F)cc1Cl (configuration not stated)	-2%	6%	-1%	19%	1%	0%	-3%	-1%	-0.2%	-3%	-5
C#CCNC(=O)C1=C[C@@H](c2ccc(Br)cc2)[C@H](CCCO)[C@@H](OCC)O1	2%	-1%	2%	17%	1%	3%	10%	-2%	0.1%	-6%	-3
O=C(CCN1CCc2ccccc2C1)Nc1ccccc1	4%	-13%	3%	2%	-2%	2%	-5%	-6%	-0.2%	?	8
Cc1onc(-c2ccccc2Cl)c1C(=O)OCN1C(=O)c2ccccc2C1=O	-2%	-5%	-1%	5%	-12%	-1%	2%	-5%	0.0%	-7%	-10
N/C(Cc1ccc(Cl)cc1Cl)=N\OC(=O)c1ccccc1	-6%	-12%	-2%	-5%	-40%[inhibitor]	1%	-1%	-2%	0.0%	3%	-14
O=C1[C@H]2[C@@H](c3ccc(Cl)cc3)N3C(=O)N(c4cccc(F)c4)C(=O)[C@@]3(Cc3ccccc3)[C@H]2C(=O)N1C1CCCCC1	0%	28%	7%	6%	11%	4%	4%	1%	0.3%	8%	-12
Nc1nnc(SCC(=O)OCC(=O)NC2CCCCC2)s1	0%	-3%	-4%	15%	-7%	1%	-14%	-1%	-0.1%	-5%	-3
